Screens (PubChem BioAssay)
ELG1 repair inh = ELG1-dependent DNA repair inhibition. HEK293T ELG1-luciferase reporter, luminescence, 16 h; DNA damage induced by 5-fluorouridine. Potency, µM (series often up to 46.1 µM), for the others: top-dose activity change, negative = inhibition, actives largely listed as inhibitors. actives 2.3% (n = 330,000). AID 504467; also: potency is read from the fitted curve at half-maximal effect; % is scaled to controls: 0 for no effect and ±100 for the full control effect; nearly all actives have a fitted effect of over 55% in size
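5-Fluorouridine DNA damage + compound/DMSO, 2,000 cells/well, 16 h, 37 °C/5% CO2. ONE-Glo, 30 min RT, luminescence. Readout = decrease in reporter signal.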
MBNL1 CUG block = blocks human MBNL1 binding to CUG repeat RNA. Q9NR56. TR-FRET MBNL1-His/biotin-(CUG)12 binding, 665/545 ratio. Potency, µM (series often up to 57.5 µM), for the others: at the top dose activity change, negative = inhibition, hits mostly inhibitors. actives 0.036% (n = 280,000). AID 2675; active = well fitted inhibition curve with a large enough effect in the signal ratio, with a control signal flat, not every such curve was filed as active; inconclusive = small, poorly fitted or top-dose-only effect, or effect the other way, or a change in a side signal; inactive = no such curve, though single readings can be large or run the other way; the % refers to the signal ratio; also: potency is read from the fitted curve at half-maximal effect; % is scaled to controls: 0 for no effect and ±100 for the full control effect
Target sequence (Q9NR56 whole entry, looked up): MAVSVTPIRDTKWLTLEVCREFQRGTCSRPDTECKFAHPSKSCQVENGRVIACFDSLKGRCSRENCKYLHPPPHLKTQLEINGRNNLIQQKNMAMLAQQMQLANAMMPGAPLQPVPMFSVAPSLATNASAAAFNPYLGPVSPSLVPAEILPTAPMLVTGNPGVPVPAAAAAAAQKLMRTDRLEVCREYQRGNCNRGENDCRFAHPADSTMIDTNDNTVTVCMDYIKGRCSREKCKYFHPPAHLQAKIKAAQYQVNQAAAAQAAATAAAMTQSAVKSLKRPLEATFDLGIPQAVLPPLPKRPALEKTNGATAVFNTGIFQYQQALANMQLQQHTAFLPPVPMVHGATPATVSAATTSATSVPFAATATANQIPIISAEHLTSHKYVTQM
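TR-FRET between His-tagged MBNL1 and biotin-(CUG)12 RNA, detected with Tb anti-His antibody (0.055 ng/ul) and streptavidin-XL665 (5 nM), 60 min at room temperature. Compounds titrated 92 nM to 58 uM; 665/545 nm ratio normalized to buffer and complex controls.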
FLuc modulator = inhibits or activates purified firefly luciferase, miR-21 counter-screen | actives 6.9% (n = 360,000) | AID 588342 | Potency, µM (titrated, usually from 57.5 µM), for inactives: at the highest dose activity change, negative = inhibition, most hits filed as inhibitors | purified FLuc, Km substrates, luminescence inhibition | P08659;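 also: potency is read from the fitted curve at half-maximal effect; plate controls were vehicle for no effect and reference inhibitor for full effect; nearly all actives have a fitted effect of over 55% in size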
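Purified P. pyralis luciferase, 10 nM final, with Km-level 10 uM D-luciferin and 10 uM ATP in 50 mM Tris acetate pH 7.5, 10 mM Mg acetate, 0.01% Tween-20, 0.05% BSA; 6-point qHTS titration about 60 µM downward; luminescence read.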
Menin-MLL TR inh = inhibitors of human menin-MLL interaction, mutant MLL peptide | O00255 | Menin + Texas Red MLL mutant peptide, fluorescence polarization | Potency, µM (highest dose often 61.6 µM), for inactives: top-dose FP activity change, negative = inhibition, usual class: inhibitors | actives 0.23% (n = 270,000); active = well fitted inhibition curve with a large enough effect in the polarisation, with a control signal flat, not every such curve was filed as active; inconclusive = small, poorly fitted or top-dose-only effect, or effect the other way, or a change in a side signal; inactive = no such curve, though single readings can be large or run the other way; the % refers to the polarisation; also: potency is read from the fitted curve at half-maximal effect; % of control where 0% means no effect; many of its hits are not listed in these tables
Target sequence (O00255 whole entry, looked up): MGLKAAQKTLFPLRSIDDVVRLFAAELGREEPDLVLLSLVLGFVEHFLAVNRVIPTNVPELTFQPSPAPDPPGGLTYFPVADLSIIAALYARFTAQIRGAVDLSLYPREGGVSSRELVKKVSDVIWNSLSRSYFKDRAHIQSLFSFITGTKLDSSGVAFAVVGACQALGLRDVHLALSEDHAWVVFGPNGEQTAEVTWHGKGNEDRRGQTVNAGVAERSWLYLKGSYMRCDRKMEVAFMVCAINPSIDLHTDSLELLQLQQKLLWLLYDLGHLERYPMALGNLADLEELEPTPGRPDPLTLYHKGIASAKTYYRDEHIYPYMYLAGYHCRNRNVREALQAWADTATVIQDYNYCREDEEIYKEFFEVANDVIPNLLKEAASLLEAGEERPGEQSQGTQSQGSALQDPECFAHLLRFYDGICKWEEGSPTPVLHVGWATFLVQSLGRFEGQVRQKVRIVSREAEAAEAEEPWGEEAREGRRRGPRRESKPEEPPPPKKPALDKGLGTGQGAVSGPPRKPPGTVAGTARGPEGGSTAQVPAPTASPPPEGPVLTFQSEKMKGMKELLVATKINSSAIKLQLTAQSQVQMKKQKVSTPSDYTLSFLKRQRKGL
VP16 counter = inhibits Gal4-VP16 luciferase reporter, ROR gamma counter-screen; Drosophila S2 Gal4-VP16 UAS-luciferase, luminescence, 20 h; Potency, µM (top dose mostly 53.6 µM), inactives show top-dose activity, negative = inhibition, usual class: inhibitors; actives 3.5% (n = 310,000);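 also: Gal4-VP16 expression switched on by copper sulfate through the metallothionein promoter; potency is read from the fitted curve at half-maximal effect; % is scaled to controls: 0 for no effect and ±100 for the full control effect; nearly all actives have a fitted effect of over 50% in size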
KCNH2 3.1 block = KCNH2 3.1 (human) potassium channel inhibition; U2OS KCNH2 3.1, thallium flux FluxOr; active compounds read low; AID 720553; activity change, % (tested at about 1.8 µM); actives 0.95% (n = 340,000);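 active = maximum activity change below -70%; inconclusive = maximum activity change from -70% to -50%; inactive = maximum activity change above -50%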;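 also: thallium influx rate constant from kinetic fluorescence after stimulation buffer; % is scaled to controls: 0 for no effect and ±100 for the full control effect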
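Thallium flux read-out: FluxOr dye with Red40 quencher in HBSS/HEPES, 45 min at RT. Rate constants from kinetic reads were normalized to positive and negative DMSO controls. Cells: U2OS virally expressing the 3.1 isoform.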
RORgamma inh = inhibitors of mouse ROR gamma transcriptional activity; Drosophila S2 Gal4-RORgamma UAS-luciferase reporter, 20 h; Potency, µM (series often up to 53.6 µM), for the others: at the top dose activity change, negative = inhibition, actives largely listed as inhibitors; actives 5.4% (n = 310,000); AID 2551; also: potency is read from the fitted curve at half-maximal effect; % is scaled to controls: 0 for no effect and ±100 for the full control effect; nearly all actives have a fitted effect of over 60% in size
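A Gal4/UAS one-hybrid system in insect cells: metallothionein-promoter Gal4–ROR gamma fusion plus Photinus luciferase reporter. Copper sulfate 700 uM final, 20 hr ambient incubation, luminescent detection after 10 min with reagent.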
Mito fusion act = inhibitors of mitochondrial division or activators of mitochondrial fusion | actives 0.23% (n = 320,000) | Potency, µM (series often up to 46.1 µM), for the others: at the top dose growth rescue (activation), most hits filed as activators | AID 485298 | S. cerevisiae fusion-defective mutant growth rescue, CellTiterGlo 48 h;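 also: potency is read from the fitted curve at half-maximal effect; % of control where 0% means no effect; nearly all actives have a fitted effect of over 45% in size; temperature-sensitive fusion mutants such as fzo1-1 at 37 °C on non-fermentable ethanol glycerol medium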
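S. cerevisiae fusion-defective temperature-sensitive mutants (e.g. fzo1-1, mgm1-5) grown 48 h at 37C in YPEG (ethanol/glycerol non-fermentable) medium with 23 nl compound per well; growth rescue read as CellTiterGlo luminescence.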
PKM2 act = activators of human pyruvate kinase M2; Potency, µM (titrated, usually from 57.5 µM), for the others: at the highest dose activation, usual class: activators; P14618; purified PKM2, Kinase-Glo ATP luminescence, activation; response scale: 0% is enzyme alone, no compound; actives 0.34% (n = 260,000); also: potency is read from the fitted curve at half-maximal effect; % is scaled to controls: 0 for no effect and ±100 for the full control effect; nearly all actives have a fitted effect of over 55% in size
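hPK-M2, >95% pure; 0.1 mM ADP / 0.5 mM PEP final; imidazole pH7.2 buffer w/ 7 mM MgCl2, 50 mM KCl; 1 h RT; Kinase-Glo lum. Intermediate enzyme activity for dual inhibitor/activator qHTS.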
Rab9 promoter act = activators of Rab9 promoter; Huh7 Rab9 promoter-luciferase reporter, luminescence, 24 h; Potency, µM (highest dose often 9.22 µM), without a hit: at the top dose activation, negative = inhibition, actives largely listed as activators; actives 2.8% (n = 320,000); also: potency is read from the fitted curve at half-maximal effect; % of control where 0% means no effect; nearly all actives have a fitted effect of over 60% in size
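Cell-based reporter: Huh7 stable for Rab9 promoter-driven luciferase, plated in reduced-serum medium with 10% FBS at 1500 cells/well, compound-treated 24 h at 37 °C, luminescence read after 10 min reagent.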
NPC1 promoter act = NPC1 promoter activation; AID 485313; Huh7 NPC1 promoter luciferase reporter, 24 h; actives 2.4% (n = 320,000); Potency, µM (series often up to 9.22 µM), for inactives: at the highest dose activation, actives largely listed as activators;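 also: potency is read from the fitted curve at half-maximal effect; % of control where 0% means no effect; nearly all actives have a fitted effect of over 60% in size; reporter is driven by a mutant NPC1 promoter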
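Luciferase expression driven by the NPC1 promoter was measured in stably transfected Huh7 cells after a 24 h compound incubation, using a luciferase reagent and a luminescence read.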
Starred values were filed as active, the others as inactive; ? = inconclusive; / = not tested or not shown; & = joins results of further samples; [ ] = dose if it differs, or a comment. Unless noted, calls follow the shape of the dose curve; as a rule, active = well fitted curve in the direction sought with a large enough effect; inconclusive = small, poorly fitted or top-dose-only effect, or another doubt; inactive = no such curve, though single readings can be large; an effect the other way counts as inactive or inconclusive. A portion of the library. The share of hits here may be higher or lower than overall.

Values run as follows: ELG1 repair inh, MBNL1 CUG block, FLuc modulator, Menin-MLL TR inh, VP16 counter, KCNH2 3.1 block, RORgamma inh, Mito fusion act, PKM2 act, Rab9 promoter act, NPC1 promoter act
C/C(=N\NC(=O)c1c(Cl)c(C)nn1C)c1ccc(NC(=O)COc2ccc(Cl)cc2C)cc1
    6%, -5%, -1%, 10%, 2%, 1, 5%, -6%, -14%, -3%, 2%
Clc1ccc(Cn2nnc(-c3ccc(N4CCOCC4)cc3)n2)cc1
    1%, 0%, ?, -14%, 13%, -73*, 21%, -1%, -1%, 0%, 8%
COc1cc(-n2c(=O)c3ccccc3n(Cc3cc(=O)n4ccccc4n3)c2=O)cc(OC)c1OC
    -18%, /, 6%, 2%, -17%, -35, 23%, -4%, -4%, -3%, -2%
CC1CCCCC1NC(=O)CCn1c(=O)sc2ccccc21 (centres undefined)
    -10%, -7%, 0%, /, 12%, 7, 20%, 6%, /, -2%, -3%
Cc1ccc(N(C(=O)C2CCC(=O)N2)C2(C(=O)NC3CCCCC3)CCCCC2)cc1 (centres undefined)
    8%, -9%, 3%, ?, 0%, 16, 23%, -2%, 2%, 1%, -3%
O=C(Cn1c(-c2ccccn2)nc2ccccc21)N/N=C/c1cccnc1
    -1%, 10%, -6%, /, 11%, -2, -17%, 1%, 2%, 2%, 2%
O=C(CSc1nnc(-c2ccncc2)o1)NCc1ccc(Cl)cc1
    -7%, /, 4%, 14%, -13%, -5, -11%, -2%, 1%, -6%, -1%
O=C(CCCOc1ccccc1)N1CCN(c2ccc(F)cc2)CC1
    ?, -7%, 27µM*, 0%, 2%, -17, ?, 5%, 5%, 27%, 25%
Cn1nnnc1SCc1cccc(CSc2nnnn2C)n1
    2%, -7%, 7%, 7%, -5%, 6, -9%, -1%, 8%, 5%, 1%
COc1ccc(N2CCN(C(=O)CSc3nnc(Cn4nnc5ccccc54)n3C)CC2)cc1
    -14%, -2%, 11%, 14%, -2%, 6, 14%, -6%, 0%, -5%, -2%
O=C(NCc1cccnc1)c1ccc(Cn2c(=S)[nH]c3ccc(Br)cc3c2=O)cc1
    -3%, 2%, 0%, -24%, 24%, 5, 1%, 1%, 1%, 2%, 0%
CNc1ccccc1C(C)(C)c1cc(C)[nH]n1
    -2%, 0%, -1%, -17%, 3%, 7, -17%, 2%, /, -1%, 2%
Cc1nc2ccccn2c1C(=O)NNC(=O)Nc1ccccc1
    3%, -4%, 1%, /, 10%, -3, -24%, -1%, -2%, 8%, 0%
Cc1c(C(C)NC(=O)c2cc(COc3cccc4cnccc34)on2)cnn1C (centres undefined)
    3.7µM*, ?, -9%, -18%, 13µM*, 7, -27%, -5%, /, -24%, -19%
Cc1onc(-c2ccccc2Cl)c1-c1nc(-c2ccncc2)no1
    2%, 1%, 0%, 1%, 3%, 1, -35%, 17%, -6%, -4%, 1%
CC(C)CCNC(=O)C(c1ccc(O)cc1)N(Cc1cccs1)C(=O)C1COc2ccccc2O1 (centres undefined)
    21µM*, /, 0%, 6%, -8%, 0, 8%[10 µM], 5%, 2%, -4%, -3%
Cc1ccc(C)c(NC(=O)CN(C)C(=O)C2CCN(S(=O)(=O)c3ccc4c(c3)OCCO4)CC2)c1
    14%, /, 1%, /, /, 0, /, 2%, /, 1%, -4%
O=C(O/N=C/c1cccc([N+](=O)[O-])c1)C1CC1
    4%, ?, -5%, 4%, -1%, 7, 2%, 3%, 0%, 0%, -4%
Cc1ccc(S(=O)(=O)NCCC(=O)NNC(=O)C2COc3ccccc3O2)cc1 (centres undefined)
    9%, /, 0%, /, /, -2, /, -4%, /, -5%, -1%
O=C(NCc1ccc(Cl)cc1)NCC(F)(F)F
    5%, 4%, 0%, 0%, 1%, -4, -9%, 0%, 2%, -5%, -1%
CCn1c(C)nc2cc(-c3nnc(-c4c(-c5ccccc5)noc4C)o3)ccc21
    21µM*, 3%, -1%, -2%, 5µM*, -7, ?, 14%, 8%, -11%, -6%
O=C(CSc1nnc(-c2ccc(Cl)cc2Cl)n1C1CCCCC1)N1CCCC1
    -2%, 1%, 0%, ?, 9%, 1, -15%, 1%, 3%, 7%, 0%
Cc1ccc(C(=O)Nc2cc3c(oc2=O)CCCC3=O)cc1
    ?, ?, 21µM*, /, 0%, 5, 14%, 1%, 0%, ?, ?
CCOC(=O)Cc1csc(NC(=O)CSc2nnnn2-c2ccc(C)cc2C)n1
    -5%, -3%, -3%, 25%, ?, -6, ?, 0%, ?, 4%, -6%
Cc1ccc(S(=O)(=O)N2c3ccccc3NC(=O)C2CC(=O)Nc2ccccc2)cc1 (centres undefined)
    1%, 6%, 4%, 9%, 11%, 2, ?, 0%, 3%, 5%, -13%
COc1ccc(N2C(=O)C3NN=C(C(=O)OCc4ccccc4)C3C2=O)cc1 (centres undefined)
    16%, 14%, -2%, 1%, 7%, 2, -5%, -1%, 4%, -5%, -2%
COc1ccc(/C=C/C(=O)OCC(=O)Nc2ccc(Cl)cn2)cc1
    -6%, 18%, 4%, ?, -14%, -16, -9%, -3%, /, 2%, -3%
CC(C)COc1ccc(C(=O)N/C(=C\c2cccc([N+](=O)[O-])c2)C(=O)O)cc1
    -7%, 22%, -2%, /, 1%, 0, 17%, 2%, -9%, -2%, 2%
COC(c1ccc(Cl)cc1)(c1ccc(Cl)cc1)C(Oc1nc(C)cc(C)n1)C(=O)O (centres undefined)
    19%, 9%, 6%, 19%, 13%, 11, ?, -1%, -1%, 0%, 0%
O=C(N/N=C/c1c(Cl)cccc1Cl)C(=O)NC1CC1
    -1%, 2%, -2%, -9%, -11%, -5, 10%, -5%, 0%, -6%, 1%
C=CCCN(Cc1ccccc1)S(=O)(=O)c1ccccc1Br
    -10%, -6%, 1%, 33%[activator], -73%&8%, -13, 44%&5%, -40%[inhibitor], -10%, -3%, -3%
Cc1ccc(NC(=O)C2CCN(c3ncnc4c3nc3n4CCCCC3)CC2)cc1Cl
    2.3µM*, 0%, -7%, 22%, -9%, -20, ?, -10%, /, -1%, -1%
O=C(Nc1ccc(F)cc1)NC1CCN(Cc2ccccc2)CC1
    -22%, -3%, 4%, 5%, -5%, 3, 3%, -2%, -3%, -7%, -6%
O=C(Nc1ccc(Cc2ccncc2)cc1)c1ccc(S(=O)(=O)N2CCOCC2)cc1
    13µM*, -9%, 5%, 32%[activator], 7.1µM*, -11, -41%, 2%, -7%, -19%, -14%
O=C(Nc1cccc(Cl)c1)N1CCSc2cc(Cl)ccc21
    -9%, -6%, -10%, 51%[activator], -2%, 5, ?, 11%, -1%, 8%, -2%
C=CCNC(=S)Nc1ccc2nc(C)c(C)nc2c1
    ?, ?, ?, 3%, -6%, 8, -37%, -1%, -11%, 27%, 24%
COC(=O)c1ccc(NC(=O)C(OC)c2ccccc2)cc1 (centres undefined)
    15%, -5%, ?, 2%, 0%[10 µM], -1, ?, -4%, -8%, -4%, 4%
Nc1ccc(Cl)cc1/C(=N/O)c1ccccc1
    7%, 12%, 4%, 29%, -1%, -3, -1%, 4%, -3%, 2%, 5%

Some values from the entries so far.
C=CCCN(Cc1ccccc1)S(=O)(=O)c1ccccc1Br @ NPC1 promoter act = -3%
C=CCNC(=S)Nc1ccc2nc(C)c(C)nc2c1 @ KCNH2 3.1 block = 8
